From PubChem BioAssay
PDI inh = inhibitors of human PDI, primary screen, biochemical, turbidity, single point, plate reader; PDI insulin aggregation turbidity, A650, 90 min; inhibition, % at 10 µM; AID 588391, 2011; Protein disulfide-isomerase (Homo sapiens), P07237; 350,000 tested, 0.052% active;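 active = mean inhibition across replicates of 30% or more, whatever share of single replicates reach that level; inconclusive = mean inhibition below 30% while every single replicate reaches 30%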;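 also: absorbance from insulin aggregation driven by PDI reduction with DTT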
Target sequence (P07237 whole entry, looked up): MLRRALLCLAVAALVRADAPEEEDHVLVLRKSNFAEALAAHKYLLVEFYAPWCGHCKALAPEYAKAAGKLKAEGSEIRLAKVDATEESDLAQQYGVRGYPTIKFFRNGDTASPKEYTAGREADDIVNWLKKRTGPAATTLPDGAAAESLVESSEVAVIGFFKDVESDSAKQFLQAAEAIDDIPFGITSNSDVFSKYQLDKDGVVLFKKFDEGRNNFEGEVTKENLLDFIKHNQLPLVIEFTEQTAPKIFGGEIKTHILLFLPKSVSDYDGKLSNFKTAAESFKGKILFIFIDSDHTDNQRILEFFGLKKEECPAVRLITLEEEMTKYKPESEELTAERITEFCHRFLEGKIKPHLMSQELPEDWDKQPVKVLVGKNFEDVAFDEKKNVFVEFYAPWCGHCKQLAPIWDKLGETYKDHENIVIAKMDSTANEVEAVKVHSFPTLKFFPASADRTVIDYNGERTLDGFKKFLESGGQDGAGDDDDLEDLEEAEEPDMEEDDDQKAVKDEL
CaV13 ICDI inh = Disruptors of the CACNA1D IQ motif to Ca2+-dependent inactivation inhibitor domain association, primary screening, Förster resonance energy transfer in intact living …; 340,000 tested, 0.098% active; HEK cells, CFP/YFP FRET ICDI-IQ, plate reader, 10 min; percent FRET-ratio fall versus neutral wells; inhibition, % at 12.3 µM; AID 743397;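 active = mean replicate inhibition of at least 30% and at least 1% of replicates passing that level; inconclusive = only one of the two criteria is met; inactive = neither criterion is met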;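 also: 0% = median of the neutral control wells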
Glyco luc inh = increase of ERlucT glycosylation luciferase signal, primary screen, N-linked glycosylation inhibitor project, D54 ERlucT cells, luminescence, set 2; D54 ERlucT glycosylation luciferase reporter, 24 h; percent of 100 nM tunicamycin response; reporter increase, % at 12.5 µM; 360,000 tested, 0.23% active; AID 588692, 2011;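 active = mean luciferase reporter signal, scaled so untreated is 0 and the glycosylation-blocking control 100, at or above a set limit in every replicate; inconclusive = mean reaches the limit but not every replicate does; inactive = mean below the limit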;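 also: luciferase carries N-glycosylation sites so blocking glycosylation raises the light; 0% = median of neutral control wells and 100% = median of 100 nM tunicamycin wells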
ABCB6 inh MLPCN = ABCB6 transporter inhibitors, primary screen, K562-ABCB6 cells, flow cytometry, MLPCN library. ATP-binding cassette sub-family B member 6 (Homo sapiens), Q9NP58. K562-ABCB6 porphyrin accumulation, 1 h; stronger effect = lower value. fluorescence ratio to DMSO, % at 10 µM. 360,000 tested, 0.19% active;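 active = fluorescence ratio to DMSO below 75%, the collection mean minus 3 SD; inconclusive = too few cells collected in the well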;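 also: signal is porphyrin accumulated inside mitochondria; 100% equals median channel fluorescence of DMSO control wells; lower ratio means ABCB6 inhibition with less porphyrin fluorescence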
aDG glyco act = activators of alpha-DG glycosylation, primary screen, uHTS, Pro5-aDG cells, AlphaScreen; alpha-DG glycosylation AlphaScreen (IIH6); 0% Pro5, 100% B10-LARGE cell signal; activation, % at 10 µM; 360,000 tested, 0.22% active;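 active = activation of at least 8% versus controls, or a plate z-score of at least 8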;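 also: Pro5 are CHO cells carrying HIG-tagged alpha-DG that lacks glycosylation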
MC4R antag cAMP = MC4R antagonists of cAMP signaling, primary screen, cell-based, TR-FRET, antagonist arm of biased-ligand search; Melanocortin receptor 4 (Homo sapiens), P32245; MC4R-expressing cells, MTII-stimulated cAMP, LANCE TR-FRET; inhibition, % at 6.5 µM; 360,000 tested, 0.48% active; AID 540295, 2011;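 active = inhibition above its plate's cutoff, the mean of tested wells on that plate plus 3 SD, cut at about 29% in these data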;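 also: 0% = Melanotan II alone and 100% = Melanotan II plus saturating MCL0020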
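Test system: U2OS cells stably expressing human melanocortin 4 receptor (MC4R); also added: Melanotan II challenge; compound: 6.5 µM single dose; timing: 30-min compound preincubation, 1-h Melanotan II challenge, 1-h detection, room temperature; signal: Eu-cAMP/anti-cAMP TR-FRET, emission 671 nm; repeats: one well per compound, no replicates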
m5-HT2A agonist = mouse Htr2a agonists via beta-arrestin recruitment, primary screen, cell-based, luminescence; 5-hydroxytryptamine receptor 2A (Mus musculus), P35363; CHO-K1 mHTR2A beta-arrestin complementation; percent of 30 µM serotonin response; activation, % at 7.6 µM; 360,000 tested, 0.66% active; AID 624169, 2012;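 active = activation above a run cutoff, the mean activation of all tested compounds plus 3 SD, cut at about 14% in these data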;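 also: 0% = plate median of compound wells and 100% = 30 µM serotonin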
Target sequence (P35363 whole entry, looked up): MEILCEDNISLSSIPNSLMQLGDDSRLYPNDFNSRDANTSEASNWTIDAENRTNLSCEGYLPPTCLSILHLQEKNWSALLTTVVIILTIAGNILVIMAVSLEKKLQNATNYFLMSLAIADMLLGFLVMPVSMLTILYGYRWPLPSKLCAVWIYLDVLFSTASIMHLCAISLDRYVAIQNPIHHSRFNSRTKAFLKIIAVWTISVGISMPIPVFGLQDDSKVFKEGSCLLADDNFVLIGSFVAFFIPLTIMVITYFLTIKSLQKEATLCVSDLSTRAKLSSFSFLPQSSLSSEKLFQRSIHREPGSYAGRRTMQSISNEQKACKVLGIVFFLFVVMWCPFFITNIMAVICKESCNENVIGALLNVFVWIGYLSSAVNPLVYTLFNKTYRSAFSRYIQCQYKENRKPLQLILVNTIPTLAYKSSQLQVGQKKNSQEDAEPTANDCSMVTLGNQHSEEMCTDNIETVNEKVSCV
Vif imaging = HIV Vif self-association inhibitors, primary screen, imaging, HEK293T, single point; HEK293T cells, Vif self-association by quenched fluorescence, 24 h; inhibition, % at 7.49 µM; 340,000 tested, 0.35% active; in the data active = inhibition above about 50%, passing the limit was not always enough; inconclusive = no clear call, values can overlap the other calls; inactive = below about 31%; also: some results filed as inactive read as strong as hits
H9c2 protect = cardioprotection against H2O2-induced cell death, primary screen, uHTS, H9c2 cells, ATPLite luminescence | protection from H2O2 cell death, % at 20 µM | H9c2 cardiomyocytes, H2O2 injury protection, 2 h | 360,000 tested, 0.63% active | AID 588492, 2011;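 active = compounds giving at least 50% protection of heart cells from peroxide-induced death in the single-dose screen, raw or plate-pattern-corrected value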;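 also: 0% = DMSO wells with peroxide and 100% = DMSO wells without peroxide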
MC4R ag barr = MC4R agonists recruiting beta-arrestin, primary screen, cell-based, luminescence, agonist arm of biased-ligand search; Melanocortin receptor 4 (Homo sapiens), P32245; U2OS MC4R beta-arrestin complementation; percent of melanotan II response, DMSO zero; activation, % at 8.9 µM; 360,000 tested, 0.98% active; AID 540308, 2011;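 active = activation above a per-plate cutoff, the mean activation of sample wells on that plate plus 3 SD, cut at about 8% in these data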
The depositor's hits bear a star; ? = inconclusive; . = no result given; & = joins results of further samples.

SMILES	PDI inh	CaV13 ICDI inh	Glyco luc inh	ABCB6 inh MLPCN	aDG glyco act	MC4R antag cAMP	m5-HT2A agonist	Vif imaging	H9c2 protect	MC4R ag barr
Brc1ccc(-c2cn3c(n2)SCC3)cc1	-5	-5	-6	94	0.0	-3	1	-11	-8	-1.7
C=CCOC(=O)C(=O)/C=C/c1coc2ccccc2c1=O	9	-5	6	100	0.0	18	-4	7	8	0.5
COc1cc2c(cc1OC)CN(C(=O)CCN1C(=O)C3CCCCC3C1=O)CC2 (centres undefined)	-4	2	0	99	0.0	1	-1	-3	0	-1.2
CCOC(=O)Nc1ccc2c(c1)N(C(=O)OCCN(C)C)c1ccccc1CC2	.	5&-5	-2&-4	99&101	0.1&0.2	-9&9	-8&-6	19&3	5&-7	-1.9&-2.4
Nc1c(S(=O)(=O)c2cc(Cl)ccc2Cl)c2nc3ccccc3nc2n1CCN1CCOCC1	4	-5	-4	100	0.5	7	1	-6	14	-3.5
O=C(Cc1ccc(S(=O)(=O)N2CCOCC2)s1)OCc1ccc(Cl)cc1	-1	-2	2	98	-0.2	13	-3	-1	-9	0.9
COc1ccc(OCC(=O)Nc2ccc(S(=O)(=O)N3CCCCCC3)cc2)cc1	-18	-5	-1	99	-0.1	-3	-6	9	-12	2.4
Cc1cc(C(=O)NN=Cc2ccc(OC(=O)c3ccco3)cc2)c(C)o1	-2	-5	3	96	1.9	-1	-3	-12	-4	0.7
CCCOC(=O)C1=C(C)NC2=C(C(=O)CCC2)C1c1cc(OC)ccc1OC (centres undefined)	-3	-3	1	86	-0.4	-1	-2	?	-5	2.0
CC(=NNc1ccc([N+](=O)[O-])cn1)c1ccccc1	-1	-9	-2	99	-0.1	-1	4	-4	0	0.1
CC(C)NC(=O)c1onc(CSc2ccc(Cl)cc2)c1C(=O)NC(C)C	0	-6	1	94	0.5	2	1	2	0	1.0
Cc1ccc(N2C(=O)SC(Cc3ccccc3)C2=O)cc1 (centres undefined)	-6	-18	-2	95	-0.1	-3	-1	-8	-2	0.8
CC(=O)C[C@@H](O)CC(=O)[C@@H]1OC(=O)CCCCC/C=C/Cc2ccccc21	8	-4	1	96	0.1	8	5	8	13	-1.1
NC(=O)c1ccccc1NC(=O)CCc1ccccc1	0	-7	0	95	1.1	-5	7	-15	1	-2.6
Cc1cc(O)c(C(C)C)cc1N=Cc1ccccc1O	1	-15	4	97	0.3	-13	2	4	-5	-1.3
COc1cccc(NC(=O)C2CC(=O)n3cnnc3S2)c1 (centres undefined)	-2	-3	5	98	-0.4	3	2	8	-22	-0.4
C=C(C)CNC(=S)NN=C1c2ccccc2-c2ccccc21	8	.	1	95	-0.2	0	-10	-2	-4	-1.9
CC(=O)NC(CC(=O)O)C(=O)O (centres undefined)	5	.	0	102	0.0	-3	-1	15	-4	1.0
S=C(NCCc1ccccn1)Nc1ccccc1	-6	-3	-2	97	0.2	0	3	-4	11	-1.5
COC(=O)c1c(-c2cccs2)csc1NC(=O)c1cccnc1	-3	-6	4	105	-0.1	-1	6	-18	10	-1.4
CCc1nc2c(OCC(=O)C(C)(C)C)cccn2c1N(C)C(=O)c1ccc(C)cc1	-2	-3	2	104	0.5	9	9	-4	2	-1.0
COc1ccc(-c2noc(COc3ccc(C)c(C)c3)n2)cc1OC	-13	-6	0	96	0.0	3	-2	-17	-6	-0.1
NC(=O)CSc1ccc(S(=O)(=O)N2CCCCC2)cn1	-4	-7	1	107	-0.1	8	3	5	-4	-1.7
CN(C)CC#Cc1cncc(C(=O)NNC(=O)Nc2ccc(Cl)cc2)c1	19	-5	-1	95	0.0	5	0	7	1	-2.6
O=C(/C=C/c1ccco1)NCc1ccco1	14	-5	2	96	-0.1	1	4	-1	8	-1.5

New compounds follow:
SMILES	PDI inh	CaV13 ICDI inh	Glyco luc inh	ABCB6 inh MLPCN	aDG glyco act	MC4R antag cAMP	m5-HT2A agonist	Vif imaging	H9c2 protect	MC4R ag barr
Cc1ccnc(NS(=O)(=O)c2cccs2)c1	-6	.	1	106	0.0	-1	-2	-1	2	-1.6
CCOC(=O)C1CCCN(Cc2nc3ccc([N+](=O)[O-])cc3c(=O)n2-c2ccc(OC)cc2OC)C1 (centres undefined)	1	-4	-1	92	-0.1	10	0	15	-1	-0.1
C=C(C)COc1ccc2c(C)c(CCC(=O)NC3CC3)c(=O)oc2c1	-1	-3	-1	98	0.3	6	-2	-8	-8	-0.3
CCOc1cccc(C(=O)Nc2ccc3oc(Cc4ccc(Cl)cc4)nc3c2)c1	10	-5	-6	98	-0.1	6	-5	56*	4	-0.3
CN(C)S(=O)(=O)c1cc(C(=O)O)c(NC2CCCCC2)cc1Cl	0	-11	2	102	-0.1	6	3	1	-2	0.2
O=C(NCc1ccccc1)C(c1cccs1)N(C(=O)c1csnn1)C1CC1 (centres undefined)	-1	-5	3	92	-0.1	0	2	-9	-1	-1.8
O=[N+]([O-])c1cc(S(=O)(=O)N2CCCC2)ccc1N/N=C1/CCCc2ccccc21	-2	12	3	89	-0.4	3	1	-7	-3	-2.2
O=C(NCc1ccncc1)/C(=N/O)c1ccccc1	-1	-4	0	103	-0.1	15	4	-8	10	-0.1
O=[N+]([O-])c1cccc(C=Nc2cc3c(cc2Br)OCCO3)c1	-5	-5	2	102	0.0	8	-1	-2	7	-1.2
Cc1c(N(C)C(=O)c2ccc3c(c2)OCO3)c(=O)n(-c2ccccc2)n1C	12	-4	3	95	-0.3	1	-3	-6	6	0.2
C=CCn1c(Cc2cccs2)nnc1SCC(=O)Nc1ccc(C(=O)OCC)cc1	-1	-6	-1	101	0.1	9	-2	-10	-2	1.3
O=C(c1ccccc1)c1cc2ccccc2oc1=O	15	-19	1	100	-0.1	9	7	-10	7	0.3
COc1ccc(-c2nc(CS(=O)CC(=O)N3CCN(C)CC3)c(C)o2)cc1 (centres undefined)	-6	-2	2	77	0.0	1	3	1	-4	-3.2
COc1cccc(NC(=O)C2CCCN(c3ncnc4c3nc3n4CCCCC3)C2)c1 (centres undefined)	2	-14	2	100	0.0	4	-2	2	7	-3.6
COc1ccc(C(O)c2nc(-c3cnn(C)c3)cs2)cc1 (centres undefined)	2	-5	3	95	0.1	6	-1	-3	-10	1.9
Cc1cccc(CSc2nc(N)c(C#N)c(-c3cccs3)c2C#N)c1	1	-8	-8	98	1.2	-28	2	24	-15	-2.0
COC(C/C=C\C(=O)[C@H](C)OCc1ccccc1)OC	3	-10	5	103	0.6	3	-1	-3	0	-1.7
O=C(Nc1ccccc1)c1nnn(Cc2ccccc2)c1NC(=O)C(F)(F)F	18	-5	13	93	-0.2	-7	-4	-4	-6	0.7
O=C(NCc1cccc(C(F)(F)F)c1)c1csc([C@H]2C[C@H](O)[C@@H](CO)O2)n1	0	-6	-1	99	0.0	2	9	0	1	-1.4
CCn1c(SCC(=O)Nc2ccc(C(C)=O)cc2)nnc1C1CC1	1	-7	-1	98	-0.1	4	3	0	2	-1.2
COc1ccc(C(=O)COC(=O)[C@H](C)Nc2ccc(C(F)(F)F)cc2[N+](=O)[O-])cc1	4	-6	1	92	0.2	0	3	5	-9	-0.1
Cc1ccc(NC(=S)NCCN(C2CCCCC2)C2CCCC2)cc1	-3	-15	0	94	0.1	3	-7	3	4	0.6
CC(C)C[C@H]1CNC(=O)C(=O)N1CC1CCN(CCC(C)(C)C)CC1	-2	.	2	104	0.1	4	5	.	1	1.4
Cc1c(Cl)c([N+](=O)[O-])nn1CCCC(=O)Nc1sc2c(c1C#N)CCC2	5	-8	-1	98	0.0	14	2	4	-5	6.0
O=C(NCc1ccncc1)c1ccc(OCc2ccccc2)cc1	7	1	-4	95	0.1	5	-6	-16	-11	-2.4

(further entries)
SMILES	PDI inh	CaV13 ICDI inh	Glyco luc inh	ABCB6 inh MLPCN	aDG glyco act	MC4R antag cAMP	m5-HT2A agonist	Vif imaging	H9c2 protect	MC4R ag barr
OC(COCc1ccco1)CN1CCN(c2ccccc2)CC1 (centres undefined)	0	-6	-1	97	0.5	1	10	7	2	-1.5
CCN1CCN(C(c2ccc(C(F)(F)F)cc2)c2ccc3cccnc3c2O)CC1 (centres undefined)	8	-4	4	93	0.9	1	-21	2	26	-3.3
Brc1cccc(CNc2nc3ccccc3n2CCN2CCCCC2)c1	-8	-5	-3	102	-0.1	9	-10	3	-11	-0.4
Cc1ccc(NC(=O)COC(=O)Cn2c(C)csc2=O)cc1C	-15	-4	2	92	-0.4	3	-2	7	1	-0.6
COc1ccccc1NC(=O)NC1(C(=O)N2CCCCC2)CCCCC1	-46	-3	1	95	-0.1	2	-2	7	5	-1.5
Cc1cc(C(=O)CSc2nnc(N)s2)c(C)n1Cc1ccco1	2	-6	-1	94	0.1	1	2	0	-2	-1.6
CC(=O)c1cc(C#N)c(SCc2ccncc2)nc1C	-2	-6	1	84	0.6	9	-2	7	11	-0.5
S=c1[nH]nc(-c2ccccn2)n1/N=C/c1ccc(-c2ccccc2Br)o1	-6	-5	-8	100	0.0	94*	3	2	8	-1.4
O=C(CN1CCN(C(=O)c2ccco2)CC1)Nc1cccc(S(=O)(=O)N2CCCC2)c1	7	-6	1	94	-0.2	-2	13	-2	-1	0.4
CC(=O)c1ccc(N2CC(C)(C)C2=O)cc1	7	8	1	102	0.3	27	3	-4	3	-1.0
COc1ccc(CCNC(=O)CSc2nnc(-c3cccc(C)c3)o2)cc1OC	2	-5	4	88	0.0	0	1	0	6	-0.7
Cc1ccc(CSc2nnc(-c3ccncc3)n2N)cc1	-1	-4	7	99	0.2	3	6	-3	10	-0.5
COc1cccc(-c2onc3ccc(C(C)=O)cc23)c1	15	-19	0	116	0.0	14	-9	-3	6	-0.4
COc1cc(C(=O)N2CCN(S(=O)(=O)c3ccc(C)cc3)CC2)ccc1OCC(=O)N1CCOCC1	3	-2	1	98	0.0	2	0	20	-2	-2.1
Cc1onc(C(N)=O)c1C(=O)Nc1ncc(C(F)(F)F)cc1Cl	-3	16	-1	101	0.3	-1	0	0	9	-2.6

Single values from the results shown:
Cc1ccc(NC(=O)COC(=O)Cn2c(C)csc2=O)cc1C in Glyco luc inh → 2
Cc1ccc(CSc2nnc(-c3ccncc3)n2N)cc1 in PDI inh → -1
